Screening data (PubChem BioAssay)
Cav3 T inh – Cav3.2 calcium influx blockers – cell-based, Fluo-4 calcium fluorescence, FDSS, MLSMR library, primary screen; Voltage-dependent T-type calcium channel subunit alpha-1H (Homo sapiens), O95180; 4% of 100,000 active; Cav3.2-expressing cells; active compounds read low; B-score at 10 µM;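 active means single-dose well whose peak fluorescence ratio is a statistical outlier from its plate by either plate-standardised score or position-corrected B-score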
Numbers without * were called inactive; & = joins results of further samples. These rows are one share of the data. The share of hits here may be higher or lower than overall.

SMILES | Cav3 T inh
COc1ccc(C(=O)Nc2oc(-c3ccccc3)c(-c3ccccc3)c2C#N)cc1 | -7*
COC(=O)CSCC(=O)Nc1cc2c(cc1C(C)=O)OCO2 | -0.62
CC(C)N(Cc1nc(-c2ccccc2)no1)C(=O)c1ccc(Cl)cc1 | -3.9
Cc1cc(C)nc(SCc2csc(N)n2)n1 | -0.13
Cc1nc(NC(=O)COc2ccccc2)sc1C(=O)Nc1cccc(Cl)c1 | -0.62
CSc1nc(Cc2ccc(Cl)cc2)nc2ccccc12 | -0.43
Clc1c(CSc2nc3ccccc3o2)nc2sccn12 | -2.6
Cc1ccc(OCCNC(=O)/C=C/c2ccc([N+](=O)[O-])cc2)cc1C | -0.99
CC(=O)Nc1sc2c(c1C#N)CCCCC2 | -0.57
COc1ccccc1Nc1nc(C)cs1 | 0.057&0.39
COc1cc(/C=N/NC(N)=O)cc(Br)c1OCc1ccc(C)cc1 | 0.7
COc1ccc(OCc2nnc(SC(C)C(=O)Nc3nccs3)n2-c2ccccc2)cc1 (stereo unspecified) | 0.039
O=C(CSCc1cccc(Br)c1)N=Nc1c(O)[nH]c2ccccc12 | -1.9
N#CC1=C(N)N=C(SCc2cccc3ccccc23)C(C(N)=O)C12CCCCC2 (stereo unspecified) | -2.2
O=C(/C=C/c1ccc(Cl)c([N+](=O)[O-])c1)Nc1cccnc1 | 0.52
Cc1ccc(Nc2nc(N)nc(CSc3nccn3C)n2)cc1 | 1.2
Cc1ccc(NS(=O)(=O)c2ccc(NC(=O)c3cccc(NC(=O)C(C)C)c3)cc2)cc1 | -0.8
CCN=C1SC(CC(=O)NCCc2ccc(OC)cc2)C(=O)N1CC (stereo unspecified) | 0.54
COc1ccc(CCNC(=O)Cn2cnc3c(cnn3-c3ccccc3Cl)c2=O)cc1OC | 1.3
CC(C)(O)C(=O)NN(C(=O)c1ccccc1)c1ccc2ccccc2c1 | 1.5
Nc1cc(=O)[nH]c(SCc2ccc(Cl)cc2)n1 | -0.31
O=C(COC(=O)COc1ccccc1)Nc1ccccc1OC(F)F | -0.059
Cc1cc(C)nc(SC2CCCCC2O)n1 (stereo unspecified) | -0.2
Cc1nc(NCC2CCCO2)nc2c1C(=O)CC(C)(C)C2 (stereo unspecified) | 0.24
CCC1=NN(C(=O)Cc2ccc(OC)cc2)C(O)(C(F)(F)F)C1 (stereo unspecified) | -0.43
CS(=O)(=O)N(CC(=O)O)c1ccc(Oc2ccccc2)cc1 | -0.37
CCN(CC(=O)Nc1ccc2c(c1)CCC2)Cc1nc2ccccc2c(=O)[nH]1 | -1.9
CC(=O)Nc1ccc(OCC(O)Cn2c(C)nc3ccccc32)cc1 (stereo unspecified) | 0.17
Cc1ccc(C(=O)NC2CCCCCC2)o1 | 0.27
C=CCn1c(COc2ccccc2F)nnc1SCC(=O)Nc1cc2oc3ccccc3c2cc1OC | -0.7
O=C(CSc1nnc(-c2ccco2)o1)NC(=O)Cc1ccccc1 | 0.77
CCc1ccc(NC(=O)N(CCCN2CCOCC2)C(C)c2cc3cccc(OC)c3o2)cc1 (stereo unspecified) | -4.9
Cc1nn(CCc2n[nH]c(=S)n2C)c(C)c1Br | 0.13
Cc1cccc2sc(NC(=O)c3ccc(Cl)s3)nc12 | -0.79
CC1CN(c2nc3c(c(=O)n(C)c(=O)n3C)n2Cc2c(F)cccc2Cl)CC(C)O1 (stereo unspecified) | 1.3
COc1ccccc1-c1nc(NC(C)=O)n[nH]1 | 0.64
O=C1CC2(CCCCC2)Oc2ccc(Cl)cc21 | 0.97
O=C(CNc1ccccc1)N/N=C/c1cc([N+](=O)[O-])ccc1N1CCCC1 | 0.74
COC(=O)C(C(=O)Nc1cc(C)on1)C1CCCCCC1 (stereo unspecified) | 0.2
O=C(Nc1ccccc1Oc1ccccc1)c1cccc([N+](=O)[O-])c1 | -3.9
Clc1ccc(Cc2ccc(Cl)nn2)c(Cl)c1 | -2.3
Cc1ccc(OCCN2C(=O)c3ccccc3C2=O)cc1 | -1.9
COc1ccc(NC(=O)[C@H](COCc2ccccc2)NC(=O)OC(C)(C)C)cc1 | -0.44
c1ccc2oc(SCc3nc4ccccc4s3)nc2c1 | -0.033
Cc1nc2ccc(S(=O)(=O)N(C)CC(=O)N3CCc4ccccc43)cc2s1 | 0.24
O=C(Cn1cnc2c(nnn2-c2cccc(Cl)c2)c1=O)N1CCOCC1 | 0.11
O=C(NCc1ccco1)c1cnn2c(C(F)F)cc(-c3ccccc3)nc12 | 0.3
CCOC(=O)N1CCC(NC(=O)CS(=O)Cc2nc(-c3ccc(OC)c(OC)c3)oc2C)CC1 (stereo unspecified) | 0.77

5 records picked at random from those above:
SMILES | Cav3 T inh
O=C(Nc1ccccc1Oc1ccccc1)c1cccc([N+](=O)[O-])c1 | -3.9
Clc1ccc(Cc2ccc(Cl)nn2)c(Cl)c1 | -2.3
O=C(Cn1cnc2c(nnn2-c2cccc(Cl)c2)c1=O)N1CCOCC1 | 0.11
O=C(CNc1ccccc1)N/N=C/c1cc([N+](=O)[O-])ccc1N1CCCC1 | 0.74
COC(=O)C(C(=O)Nc1cc(C)on1)C1CCCCCC1 (stereo unspecified) | 0.2

New compounds follow
SMILES | Cav3 T inh
Cc1cccc(NC(=O)c2ccc(C3SCC(=O)N3CCc3ccccc3)cc2)c1C (stereo unspecified) | -4.5*
S=c1[nH]nc(COc2ccccc2)n1/N=C/C(Cl)=C/c1ccccc1 | -2.8
CSc1nnc(C)c(/C=C/Nc2ccc(C)cc2)n1 | -1.9
CCN(CC(=O)NC)S(=O)(=O)c1ccc(Br)cc1 | 0.8
COc1cc(CC(=O)Nc2ccc(S(=O)(=O)N(C)C)cc2)cc(OC)c1OC | -0.13
O=C(CSc1c[nH]c2ccccc12)N1CCCc2ccccc21 | -4.5
CC(=O)NCCn1c(SCc2cc(=O)n3cc(Cl)ccc3n2)nc2ccccc2c1=O | 1.4
CCCC(C)n1[nH]c(=O)c2c(C)cc(C)nc21 (stereo unspecified) | -0.92
COc1ccc(S(=O)(=O)N2Cc3ccccc3CC2C(=O)Nc2nccs2)cc1 (stereo unspecified) | -1.1
O=C1NC(Nc2nccs2)(C(F)(F)F)C(=O)N1CCc1ccccc1 (stereo unspecified) | -2.7
Clc1ccc2noc(-c3ccccc3)c2c1 | -2.6
COC(=O)CCC(=O)OC1(C)C(=O)C2=CN(c3ccccc3)C(c3ccc(OC)cc3)=CC2=C(Br)C1=O (stereo unspecified) | -0.24

Some of these compounds in order of their number in Cav3 T inh, largest number first:
SMILES | Cav3 T inh
CC1CN(c2nc3c(c(=O)n(C)c(=O)n3C)n2Cc2c(F)cccc2Cl)CC(C)O1 (stereo unspecified) | 1.3
COC(=O)C(C(=O)Nc1cc(C)on1)C1CCCCCC1 (stereo unspecified) | 0.2
O=C(CSc1c[nH]c2ccccc12)N1CCCc2ccccc21 | -4.5

(further entries)
SMILES | Cav3 T inh
COc1ccc(-n2c(C)nc3cc(C(=O)N4CCOCC4)ccc32)cc1 | 0.28
CN(C)C(=O)c1snnc1-c1ccccc1 | 0.44
O=C(CSC1CC(=O)N(CCc2ccccc2)C1=O)Nc1ccc(Br)cc1 (stereo unspecified) | -4.8*
Cc1c(C(=O)NCc2ccco2)oc2ccc(S(=O)(=O)N3CCC4(CC3)OCCO4)cc12 | 1.3
O=C(CN1CCC(n2nnc3cc(F)ccc32)CC1)NCCc1nc2ccccc2[nH]1 | 0.99
Nc1cc(N)cc(-c2nc3ccccc3[nH]2)c1 | 0.53
CCCCCCCCNc1ncnc2ccccc12 | -2.4
COc1cc(NS(=O)(=O)c2ccc3c(c2)oc(=O)n3C)cc(OC)c1OC | -0.23
COc1ccc(O)c(C(=O)c2cc(C#N)c(=O)n(CC3CCCO3)c2)c1 (stereo unspecified) | 0.037
Cc1cnn(CCC(=O)NNC(=S)Nc2ccccc2)c1 | -0.9
COCCn1nnnc1C(c1cccc(C(F)(F)F)c1)N1CCN(Cc2ccccc2)CC1 (stereo unspecified) | -0.21
CC(=O)O[C@@H]1[C@@H](O)[C@@H](O)[C@H](Oc2c(-c3ccc(O)cc3)oc3c(CC=C(C)C)c(O)cc(O)c3c2=O)O[C@H]1C | 0.86

3 compounds from above, sorted by formula weight, smallest number first.
SMILES | Cav3 T inh
CN(C)C(=O)c1snnc1-c1ccccc1 | 0.44
COc1cc(NS(=O)(=O)c2ccc3c(c2)oc(=O)n3C)cc(OC)c1OC | -0.23
CC(=O)O[C@@H]1[C@@H](O)[C@@H](O)[C@H](Oc2c(-c3ccc(O)cc3)oc3c(CC=C(C)C)c(O)cc(O)c3c2=O)O[C@H]1C | 0.86

Next part
SMILES | Cav3 T inh
O=C(CCCOc1ccc(Cl)cc1Cl)NCCCO | 0.74
O=S(=O)(N1CCCCCC1)N1CCN(S(=O)(=O)N2CCCCC2)CC1 | 0.58
COc1ccc(-c2ccc3sc4ccccc4c(=O)c3c2)cn1 | 0.51
COc1ccc(N2CCN(C(=O)C3CCCO3)CC2)cc1 (stereo unspecified) | 0.073
O=C(NC1CCCC1)C(c1ccsc1)N(Cc1ccco1)C(=O)Cc1cccs1 (stereo unspecified) | -6.9*
CCn1c(SCC(=O)c2ccc(F)cc2)nnc1-c1ccoc1C | 0.1
Cc1cc(O)ccc1C1(c2ccc(O)cc2C)OC(=O)c2ccccc21 | -4.2
CC1=CC(C)(C)N(C(=O)CN2C(=O)c3ccccc3C2=O)c2ccc(C)cc21 | -0.0089
O=C(Nc1ccon1)c1cc2c(s1)CCCCCC2 | -1.2
O=C(C1=C[C@@H](C2CCCCC2)C[C@@H](OCc2ccc(CO)cc2)O1)N1CCN(Cc2ccccc2)CC1 | -2.8
CCCCN(CCCC)Cc1ccc(N)cc1 | 0.38
N[C@@H](Cc1c[nH]c2ccccc12)C(=O)O | 0.2
Clc1ccc2nc(C3CCN(Cc4ccccc4)CC3)[nH]c2c1 | -1.2
Cc1ccc2c(c1)/C(=N/O)CCS2 | 0.016
O=C(c1ccccc1)c1ccc(C(=O)N2CCN(c3ccc(F)cc3)CC2)o1 | -3
O=C(Nc1ncc(C(F)(F)F)cc1Cl)C1COc2ccccc2O1 (stereo unspecified) | -0.56
CC1(C)CC2(CCO1)OC(=O)CC2C(=O)NCCc1ccccc1 (stereo unspecified) | 0.096
Cc1nc2ccc(N)cc2s1 | 0.01
Cn1c(SCCN2CCCCC2)nnc1-c1ccccc1Br | 0.38
CCCc1cc(=O)[nH]c(SCC(=O)NC)n1 | 0.26
CC(C)COc1ccc(-c2nnc(-c3ccncc3)o2)cc1 | -1.1
O=C(NC1CCCCC1)N1CCCc2ccccc21 | -0.23
O=C(O)Cn1c2c(c3ccccc31)CCCC2 | -0.71
COC(=O)C(C)N1CCC(=O)c2ccccc2S1(=O)=O (stereo unspecified) | 0.68
COc1ccc(/C=C2/CCOC2=O)cc1 | 0.046
O=C(COc1ccccc1)Nc1nnc(-c2ccc(Cl)s2)o1 | -4.8*
COc1ccc(-n2nnnc2SCC(=O)NCc2ccco2)cc1OC | 0.87
Cc1cc(NC(=O)CSc2nccn2-c2ccc(F)cc2)no1 | -0.2
O=S(=O)(N1CCOCC1)N1CCN(c2ccc(F)cc2)CC1 | 0.44
CCOc1ccc2[nH]c(=O)c(CN(CCO)C(=O)c3ccc(OC)c(OC)c3)cc2c1 | 0.61
Cc1ccccc1CSCC(=O)NC(=O)NCc1ccco1 | -2.6
CC1c2[nH]c3ccccc3c2CCN1C(=O)Nc1ccccc1 (stereo unspecified) | -12*
Cc1noc2c1C(c1ccc(N(C)C)cc1)C1=C(CC(C)(C)CC1=O)N2 (stereo unspecified) | 0.47
O=C(O)CCSc1nc2ccccc2c(=O)[nH]1 | 0.024
Cc1ccc(C)c(NC(=O)CCC(=O)NNC(=O)C(c2ccccc2)c2ccccc2)c1 | -0.0035
COC(=O)[C@@H]1C[C@@]2(O)[C@@H](O)[C@@H](O)[C@@H](O)C[C@H]2N1CC(c1ccccc1)c1ccccc1 | -2.2
COc1ccccc1OCc1ccc(C(=O)NCCN(C)C)o1 | 0.89
CN(C)C(=O)C(=O)c1cccn1-c1ccccc1C#N | 0.7
COc1ccccc1NC(=O)C1CCCN(c2nc(C)cc(C)n2)C1 (stereo unspecified) | 0.027
CCCCCCCCCSc1n[nH]c(N)n1 | -1.8
c1coc(-c2nc(-c3ccncc3)no2)c1 | 1.3
CCn1c(CNC(=O)C(C)(C)C)nc2ccccc21 | -0.22
CCOc1ccc(NC(=O)N2CCC(n3nnc4cc(C)ccc43)CC2)cc1 | 1.4
CC(C)CCNC(=O)C(c1ccco1)N(Cc1cccs1)C(=O)Cn1nnc2ccccc21 (stereo unspecified) | -4.7*
CCCCC1=CC2=CC(=O)C(C)(OC(=O)CC)C(=O)C2=CN1Cc1ccc2c(c1)OCO2 (stereo unspecified) | -0.031
N#C/C(=C\N1CCOCC1)c1ccccc1 | 1.8
CC(=O)c1cccc(NC(=O)CC2SC(N3CCCCC3)=NC2=O)c1 (stereo unspecified) | 0.51
Cc1ccc2oc(-c3ccco3)nc2c1 | 0.58
Cn1nnc2c(C(N)=O)ncn2c1=O | 0.29
COc1ccc(CN/C=C2\CCCCC2=O)cc1 | 0.33
O=C(CCS(=O)(=O)Cc1ccccc1)N1CCN(Cc2ccccc2)CC1 | 0.54
CCSc1nnc(-c2cnn(-c3ccccc3)c2-n2cccc2)n1C | 2.3
CCCCN(CCCC)c1nc2ccccc2nc1NS(=O)(=O)c1ccc(NC(C)=O)cc1 | 0.37
COc1ccc(NC(=O)c2cccnc2Nc2ccccc2)cc1 | -0.34
CCOC(=O)C1CCN(C(=O)c2oc3ccc(S(=O)(=O)N4CC(C)CC(C)C4)cc3c2C)CC1 (stereo unspecified) | -5.9*
O=C1CCCc2nn(-c3ccccc3)nc21 | 0.13
O=C1CCCN1CCCNc1ncnc2c1[nH]c1ccccc12 | 1.2
Nc1ccc2c(c1)ncn2CCCn1cnc2cc(N)ccc21 | -1.7
COc1ccc(/C=C2\CCCC3C2=NN(C(=O)c2ccco2)C3c2ccc(OC)c(OC)c2)cc1OC (stereo unspecified) | -0.1
CC(=O)c1c(O)cc(=O)n(-c2ccccc2)c1-c1ccc(C)cc1 | 1.1
